# Compound activity: PubChem BioAssay, National Center for Advancing Translational Sciences (NCATS)
# PTHR1 agonist: qHTS for PTHR1 Agonists: Primary Screen; Parathyroid hormone/parathyroid hormone-related peptide receptor (Homo sapiens), Q03431; Potency, µM (series often up to 115 µM), inactives show at the highest dose activation, actives largely listed as activators; hit rate 0.075% among 410,000; HEK293 GP2 PTHR1 cells, GloSensor cAMP luminescence, 1 h; also: potency is read from the fitted curve at half-maximal effect; nearly all actives have a fitted effect of over 55% in size; some results filed as inactive show a strong effect at the top dose; inactives centre near -15; many of its hits are not listed in these tables
#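 HEK-293-derived GP2 cells expressing PTHR1 and a GloSensor cAMP reporter, 3,000/well, plated overnight, given luciferin plus IBMX (each 0.5 mM as added) for 1 h at 37 °C, then compound for 1 h at 37 °C. Luminescence was read after 15 min at room temperature.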
# TDP-43 yeast inh: qHTS of TDP-43 Inhibitors; TDP-43 expressing yeast growth rescue, BacTiter-Glo, 24 h; Potency, µM (series often up to 46.1 µM), without a hit: at the highest dose growth rescue (activation), hits mostly activators; hit rate 1.8% among 410,000; AID 652104, 2013; also: potency is read from the fitted curve at half-maximal effect; % of control where 0% means no effect; nearly all actives have a fitted effect of over 50% in size
#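 Yeast cells expressing TDP-43 under galactose induction are exposed to compounds for 24 hr at 30 deg C. BacTiter-Glo luminescence measures growth, so protective compounds score as activators.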
# GLP-1R agonist: qHTS of GLP-1 Receptor Agonists | Potency, µM (titrated, usually from 45.6 µM), for inactives: at the top dose activation, most hits filed as activators | HEK293 GLP-1R CRE-luciferase, luminescence, 4-6 h; cells express a hypersensitive GLP-1R form | Glucagon-like peptide 1 receptor (Homo sapiens), P43220 | hit rate 0.007% among 380,000 | AID 624172, 2012; also: potency is read from the fitted curve at half-maximal effect; % of control where 0% means no effect
# Target sequence (P43220 whole entry, looked up): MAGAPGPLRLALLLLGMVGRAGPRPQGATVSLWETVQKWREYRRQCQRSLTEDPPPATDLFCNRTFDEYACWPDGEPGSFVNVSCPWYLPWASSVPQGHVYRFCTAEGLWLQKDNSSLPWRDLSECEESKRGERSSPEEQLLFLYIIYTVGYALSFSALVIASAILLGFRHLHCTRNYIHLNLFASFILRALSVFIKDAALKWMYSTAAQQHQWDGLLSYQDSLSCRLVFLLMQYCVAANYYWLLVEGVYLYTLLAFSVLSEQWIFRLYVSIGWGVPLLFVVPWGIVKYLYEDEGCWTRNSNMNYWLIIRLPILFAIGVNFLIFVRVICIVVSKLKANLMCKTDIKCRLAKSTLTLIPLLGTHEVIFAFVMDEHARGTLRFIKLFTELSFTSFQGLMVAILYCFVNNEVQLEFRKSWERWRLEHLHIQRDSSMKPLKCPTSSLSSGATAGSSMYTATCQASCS
# GLP1R inv ag: qHTS of GLP-1 Receptor Inverse Agonists (Inhibition Mode) | hit rate 1.6% among 410,000 | Potency, µM (top dose mostly 38.3 µM), inactives show at the top dose activity change, negative = inhibition, hits mostly inhibitors | Glucagon-like peptide 1 receptor (Homo sapiens), P43220 | HEK293 GLP-1R CRE-luciferase, luminescence, 24 h; GLP-1R form is constitutively active | AID 624417, 2012; also: potency is read from the fitted curve at half-maximal effect; % is scaled to controls: 0 for no effect and ±100 for the full control effect; nearly all actives have a fitted effect of over 55% in size
#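 Seeding at 200 cells/uL, 12 h culture, 24 hr compound treatment, then luciferase reagent and a luminescence read; cells are HEK293 stably expressing a constitutively active GLP-1R plus cAMP-responsive luciferase.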
# aSyn rescue: qHTS of alpha-syn Inhibitors; Yeast expressing alpha-synuclein, growth rescue, BacTiter-Glo, 24 h; Potency, µM (series often up to 46.1 µM), for the others: top-dose growth rescue (activation), most hits filed as activators; hit rate 0.14% among 370,000; also: potency is read from the fitted curve at half-maximal effect; % of control where 0% means no effect; nearly all actives have a fitted effect of over 65% in size
#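 Screening used galactose-induced yeast with toxic alpha-synuclein levels, exposed to compound for 24 hr at 30 deg C. Cell growth, read with BacTiter-Glo luminescence, gave the measured signal.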
# FUS suppressor: qHTS for Suppressors of FUS Proteinopathy: Primary screen using FUS-linked yeast assay; S. cerevisiae FUS-expressing, growth rescue, OD600, 24 h; Potency, µM (highest dose often 76.6 µM), without a hit: top-dose growth rescue (activation), actives largely listed as activators; hit rate 0.24% among 390,000; AID 1347120, 2019;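 also: potency is read from the fitted curve at half-maximal effect; plate controls were DMSO vehicle for no effect and reference control for full effect; nearly all actives have a fitted effect of over 55% in size; some results filed as inactive show a strong effect at the top dose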
#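 Read-out: OD at 600 nm after 24hr at 30C, reporting rescue of FUS-induced yeast toxicity. Cells at OD 0.005 in galactose (2%) minimal medium; compounds tested in a dilution series; CP55940 titration from 92uM final as control.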
# Abeta rescue: qHTS for compounds that reverse cellular toxicity of Amyloid beta (A-beta) peptide in yeast: Primary Screen; yeast expressing A-beta42, growth rescue, OD600, 48 h; response scale: 0% DMSO, 100% iron-clioquinol control; Potency, µM (top dose mostly 46.1 µM), for inactives: top-dose growth rescue, hits mostly activators; hit rate 0.063% among 410,000; AID 1347071, 2019; also: potency is read from the fitted curve at half-maximal effect; nearly all actives have a fitted effect of over 55% in size
#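 Yeast growth medium received pinned compounds, then yeast cells expressing toxic A-beta were added; plates incubated at 30 C for 48 hr. Growth read as absorbance at 600 nm, normalized to DMSO and equimolar FeCl3 plus clioquinol controls.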
# pAkt inh: HTS Assay for Inhibitors of Akt Phophorylation: Primary Screen. activity change, % for hits at 50 µM. AID 651550, 2012. Neuro2A IGF-stimulated pAkt S473 HTRF, 20 min; stronger effect = lower value. hit rate 0.32% among 360,000; in the data active = activity change below about -80%; inconclusive = mostly about -51% to -80%; also: % is scaled to controls: 0 for no effect and ±100 for the full control effect
#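 Neuro2A cells in DMEM with 0.5% FBS, overnight at 37 deg C, given compound at single 50 µM final, then IGF (6 nM final) for 20 min at 37 deg C. Lysed; phospho-Akt Ser473 by HTRF after 24 h, 665/615 ratio.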
# DRD3 antagonist: qHTS of D3 Dopamine Receptor Antagonist: qHTS; max response, negative = inhibition, %; D(3) dopamine receptor (Homo sapiens), P35462; hit rate 2.5% among 360,000; AID 652054, 2013; D3R cells, DiscoveRx beta-arrestin luminescence, antagonist mode; stronger effect = lower value; in the data active = max response below about -50%; inconclusive = no clear call, values can overlap the other calls; also: % is scaled to controls: 0 for no effect and ±100 for the full control effect; mostly tested at two doses, the higher about 12 µM
# Target sequence (P35462 whole entry, looked up): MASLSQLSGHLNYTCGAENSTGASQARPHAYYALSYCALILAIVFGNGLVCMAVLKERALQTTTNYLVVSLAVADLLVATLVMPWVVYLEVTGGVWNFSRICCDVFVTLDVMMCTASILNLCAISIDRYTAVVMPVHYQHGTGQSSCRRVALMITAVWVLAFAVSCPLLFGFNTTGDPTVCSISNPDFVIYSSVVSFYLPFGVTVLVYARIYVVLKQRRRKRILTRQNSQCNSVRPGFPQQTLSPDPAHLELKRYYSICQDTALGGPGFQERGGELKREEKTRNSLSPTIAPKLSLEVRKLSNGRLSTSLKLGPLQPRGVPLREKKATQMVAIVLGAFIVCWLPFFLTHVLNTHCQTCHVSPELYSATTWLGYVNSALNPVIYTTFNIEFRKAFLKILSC
#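 Cells expressing the human receptor were seeded at 1500 cells/well, incubated overnight at 37 degrees C in 5% CO2, then exposed to library compounds with dopamine controls for 90 minutes at 37 degrees C before luminescent detection.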
# An asterisk follows results filed as active; i = inactive; ? = inconclusive; · = no result given; & = joins results of further samples; [ ] = remark or other dose. Unless noted, calls follow the shape of the dose curve; as a rule, active = well fitted curve in the direction sought with a large enough effect; inconclusive = small, poorly fitted or top-dose-only effect, or another doubt; inactive = no such curve, though single readings can be large; an effect the other way counts as inactive or inconclusive. An excerpt. The share of hits here may be higher or lower than overall.
SMILES,PTHR1 agonist,TDP-43 yeast inh,GLP-1R agonist,GLP1R inv ag,aSyn rescue,FUS suppressor,Abeta rescue,pAkt inh,DRD3 antagonist
CCN1CCN(CCCNC(=O)c2cc3c(=O)n(CC)c4ccccc4c3s2)CC1,-10%,-16%,2%,4%,·,-11%,-19%,·,·
S=C(Nc1ccccc1)Nc1cccc(Br)c1,-2%,15%,-3%,-29%,-8%,15%,1%,i,-3
CCOC(=O)c1c(NC(=O)COC(=O)c2ccc([N+](=O)[O-])cc2)sc(C(=O)N(C)C)c1C,i,12%,17%,7%,4%,14%,?,i,5
COc1ccc(N2CCN(C(=O)CC(C)S(=O)(=O)c3ccc4c(c3)NC(=O)CO4)CC2)cc1 (stereo unspecified),-43%[inhibitor],-2%,0%,-22%,0%,-15%,4%,i,34
COC(=O)C(C(=O)OC)N1C(=O)CCC1=O,i,-3%,6%,0%,1%,24%,7%,i,14
Cc1cc(C(F)F)n2ncc(C(=O)O)c2n1,-10%[57.5 µM],8%,-1%,-4%,-14%,-23%,10%,i,-14
COc1cc(CC(=O)OCC(=O)c2ccc3c(c2)OCCO3)cc(OC)c1OC,i,4%,15%,?,0%,28%,9%,i,1
Nc1nonc1-n1nnc(C(=O)N/N=C/c2ccc(OCc3cccc(Cl)c3)cc2)c1CN1CCCCC1,i,14%,1%,9%,-2%,4%,1%,i,-12
COc1ccc(C2C(C(=O)c3ccc(C)o3)=C(O)C(=O)N2Cc2cccnc2)cc1 (stereo unspecified),?,0%,0%,13%,-5%,35%,-26%,i,-19
CN1CCN(C(=O)c2ccc3c(c2)N(Cc2ccc(Cl)cc2)C(=O)c2ccccc2S3=O)CC1 (stereo unspecified),-1%,1%,-1%,12%,?,-9%,1%,i,-25
Cc1c(OC(C)C(=O)NCc2cccnc2)ccc2c3c(c(=O)oc12)CCCC3 (stereo unspecified),i,-15%,17%,47%[activator],-1%,16%,?,i,1
COc1cc(Br)c(C(C)NC(=O)c2cccc(Br)c2)cc1OC (stereo unspecified),?,-5%,0%,?,9%,24%,-29%,i,18
Cc1cc(C)n(-c2ccc(C(=O)Nc3cccnc3)cc2)n1,-9%,-10%,-4%,16%,2%,9%,-17%,i,6
Cc1nc(C(F)(F)F)ccc1C(=O)Nc1ccc(C(F)(F)F)cn1,-8%,-12%,13%,?,-2%,29%,-7%,i,-7
COc1cc(NC(=O)CSc2ccc3c(c2)OCCO3)cc(OC)c1OC,-25%[57.5 µM],-5%,-5%,?,-1%,8%,-5%,i,56

# An excerpt from above in order of their number in PTHR1 agonist, falling:
Structure | PTHR1 agonist
CN1CCN(C(=O)c2ccc3c(c2)N(Cc2ccc(Cl)cc2)C(=O)c2ccccc2S3=O)CC1 (stereo unspecified) | -1%
Cc1nc(C(F)(F)F)ccc1C(=O)Nc1ccc(C(F)(F)F)cn1 | -8%
Cc1cc(C)n(-c2ccc(C(=O)Nc3cccnc3)cc2)n1 | -9%

# (cont.)
SMILES,PTHR1 agonist,TDP-43 yeast inh,GLP-1R agonist,GLP1R inv ag,aSyn rescue,FUS suppressor,Abeta rescue,pAkt inh,DRD3 antagonist
CC1CCN(c2ccccc2N)CC1,-3%,2%,0%,0%,·,11%,-7%,·,-19
CCC(C)OC(=O)c1[nH]c2c(c1C)C(=O)CC(c1ccc(N(C)C)cc1)C2 (stereo unspecified),-87%[inhibitor],?,3%,?,?,?,-44%[inhibitor],i,-11
CNc1cnc(-c2ccccc2OC)cn1,-11%,13%,4%,11%,-6%,-30%,-7%,·,14
COc1ccc2cc(CNc3ccccc3)c(=O)n(CC(=O)Nc3ccc(C)cc3C)c2c1,i,12%,·,-22%,·,-1%,-3%,·,·
COc1ccc(C(=O)Nc2ccc(NC(=O)c3cnccn3)cn2)cc1,-10%[57.5 µM],12%,-3%,6%,2%,-20%,5%,i,15
NC(Cc1ccc(Cl)cc1)c1csc(Nc2ccc(C(F)(F)F)cn2)n1 (stereo unspecified),i,20%,-11%,?,-32%[inhibitor],13%,-6%,i,-14
CC1CCCN(c2c(S(=O)(=O)c3ccccc3)cnc3ccc(Cl)cc23)C1 (stereo unspecified),29%,-29%,·,6%,·,3%,-8%,·,·
Cc1ccc(NC(=O)C2CCCN(S(=O)(=O)c3ccc4[nH]c(=O)ccc4c3)C2)cc1Cl (stereo unspecified),-49%[inhibitor],?,·,1%,·,-22%,-5%,·,·
CN(c1ccc(C(=O)NCCSCc2c(F)cccc2Cl)cc1)S(C)(=O)=O,-21%,-16%,0%,?,3%,-16%,-1%,i,-5
Cc1ccc(CNC(=O)c2cnc(N3CCCC3)nc2C)cc1,i,10%,·,2%,·,-4%,4%,·,·
COc1ccc(OC)c(/C=N/NC(=O)c2c(C)nc3ccc(C)cn23)c1,i,-4%,9%,?,6%,-41%,1%,i,20
CC(=O)OC1=Cc2c(ccc3ccc(=O)oc23)OC1(C)C,-5%,-13%,0%,4%,3%,-34%,21%[9.22 µM],i,-5
CCn1c(SCC(=O)NCCc2ccc(OC)c(OC)c2)nc2c([nH]c3ccccc32)c1=O,-33%[inhibitor],15%,8%,-10%,0%,-24%,-6%,i,0
COc1ccc2nc(N(Cc3ccccc3)C(=O)CCNC(C)=O)sc2c1,i,17%,0%,-10%,6%,1%,-7%,i,0
Cc1cc(C)cc(C(=O)Nc2cccnc2)c1,-8%,18%,0%,9%,0%,0%,-11%,i,11
CC1(C)Cc2c(sc3nc(C4CCCCC4)n(N)c(=O)c23)CO1,-12%,-9%,9%,?,-6%,6%,-11%,i,?
Cc1ccc(NC(=O)c2ccco2)cc1NC(=O)CSc1nnc(-c2cccs2)n1C,-11%[57.5 µM],0%,12%,10%,11%,17%,22%,i,-11
CC(C)C(=O)Nc1ccc(Br)cc1Cl,-9%,-12%[0.397 µM],8%,3%,1%,-3%,3%,i,-5
CCCCC(CC)CNC(=O)c1[nH]c(C)c(C(C)=O)c1C (stereo unspecified),-63%[inhibitor],13µM*,14%,?,-1%,2%,-7%,i,-3
O=C(CC1C(=O)NCCN1Cc1ccccc1C(F)(F)F)NC1CCCC1 (stereo unspecified),i,-1%,2%,3%,-8%,·,-7%,i,?
COc1ccc(NC(=O)c2csc(C)c2)cc1OC,i,14%,7%,3%,16%,-2%,-9%,i,0
Cc1ncoc1C(=O)NC1CC(C)(C)Cc2c1cnn2-c1ccccc1 (stereo unspecified),-24%,-12%,28%,30%[activator],0%,26%,10%,i,-23
O=C(COC(=O)COc1ccc2ccccc2c1)NCC(F)(F)F,-7%,·,0%,-4%,0%,-2%,12%,i,38
O=C(CSc1ccccn1)Nc1ccc(Cl)cn1,i,28%,1%,3%,6%,-2%,-21%,i,-8
COc1ccc(N(C)S(=O)(=O)c2ccc3c(c2)NC(=O)CO3)c(OC)c1,i,2%,4%,1%,5%,9%,1%,i,16
Cc1cc(C)nc(N(C#N)Cc2cccc(Cl)c2)n1,-18%,?,5%,-22%,13%,-31%,3%,i,-18
Cc1cn([C@H]2C[C@H](O)[C@@H](CCC(=O)NCC3CCCO3)O2)c(=O)[nH]c1=O (stereo partly specified),6%,-9%,-4%,15%,0%,-12%,-11%,i,0
CC(NC(=O)C1CCCN1S(=O)(=O)c1cccc2cccnc12)c1ccccc1 (stereo unspecified),-6%,10%,10%,13%,-1%,-2%,4%,i,51
CNS(=O)(=O)c1cccc(C(=O)OCC(=O)c2cc(C)n(-c3ccc4c(c3)OCO4)c2C)c1,-11%[57.5 µM],-13%,2%,?,-5%,?,-4%,i,33
CCOc1ccc(Nc2ncnc3c2c(-c2ccccc2)cn3-c2cccc(C)c2)cc1,?,1%,·,9%,·,0%,-6%,·,·
COCCNC(=O)C(c1ccc(F)cc1)N(C(=O)CCC(=O)Nc1nccs1)c1cccc(C)c1 (stereo unspecified),i,-6%[9.22 µM],3%,-11%,-4%,33%,-10%,i,-3
COc1ccc(CNC(=O)CSc2nnc(C3CC3)n2C2CC2)cc1,i,-8%,-1%,10%,0%,·,-5%,i,1
COc1ccc(C)cc1NC(=O)c1ccc2c(=O)n3c(nc2c1)CCCCC3,-35%[inhibitor],?,5%,0%&14%,0%,-20%&-6%,-31%&-15%,i,-2
NS(=O)(=O)c1ccc(Sc2nc3ccccc3s2)c([N+](=O)[O-])c1,-23%,-9%,4%,?,0%,-1%,2%,i,-22
COc1cc2c(c(OC)c1OC)-c1ccc(OC)c(=O)cc1C(NC(=O)c1ccccc1)CC2 (stereo unspecified),-24%,13%,0%,-42%,0%,·,9%,i,-10
Nc1nc(-c2ccccc2)c(CCCOc2ccc(NC(=O)CBr)cc2)c(=O)[nH]1,-6%,12%,3%,26%,2%,·,10%,i,5
CN1CCN(c2cc(=O)n(-c3ccc(Cl)cc3)c(=O)[nH]2)CC1,-13%,23%,-3%,2%,5%,-23%,6%,i,12
COc1ccc(C(=O)Nc2ccc(C)cc2C(=O)c2ccccc2)c(OC)c1,-25%,3%,9%,-20%,-8%,·,11%,i,-2
N#CC(C#N)=Cc1ccc(OC(=O)c2ccccn2)cc1,i,-14%,0%,19%,0%,21%,-22%,i,0
